# M1 agonist = M1 muscarinic receptor agonism; AID 626; 64,000 tested, 3% active; B-score at 10 µM; CHO-M1 cells, Fluo-4 calcium fluorescence, agonist mode; active compounds read high;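 active = fluorescence rise, raw or as B-score row- and column-corrected plate score, outside the 99.7% band of its plate's samples, either direction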
# Her2 expr inh = inhibitors of human Her2 kinase expression | P04626 | 65,000 tested, 0.69% active | HER2 level % of control, % at 10 µM | SKBR-3 HER2 protein level, AlphaScreen, 18-24 h; active compounds read low | AID 645;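 active = HER2 level under 5% of the carrier-only control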;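 note: 100% = DMSO carrier and 0% = 500 nM PU-H71 HSP90 inhibitor; lower value means stronger loss of Her2 protein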
# M1 antag = antagonists of rat M1 muscarinic receptor; P08482; 64,000 tested, 3.4% active; B-score at 10 µM; CHO-M1 cells, Fluo-4 calcium, ACh EC80 antagonist mode; active compounds read low;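 active = calcium fluorescence response, raw or row-and-column corrected B-score, differing from the plate sample mean either way at a set confidence level, mostly lower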
# Jurkat viability = cytotoxic compounds reducing Jurkat cell viability; Jurkat E6.1 viability, ATP luminescence, 48 h; inhibition, % at 4 µM; 56,000 tested, 1.2% active;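 active = inhibition above the mean inhibition of all tested compounds plus 3 SD, cut at about 28% in these data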
# HEK293 NFkB inh = lowers PMA/ionomycin-induced NF-kB signal in HEK293 cells; HEK-293 NF-kB luciferase reporter, luminescence; inhibition, % at 3 µM; 62,000 tested, 0.21% active; AID 465;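 active = inhibition above the mean of all tested compounds plus 3 SD, cut at about 40% in these data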;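 note: 0% = stimulated DMSO wells and 100% = 10 µM reference inhibitor 5653914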
#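 Timing: 1 h pretreatment, 16 h stimulation, 37 °C; system: HEK-293 cells with stable firefly luciferase reporter driven by four HIV NF-kB elements; doses: 3 µM once, 0.30% DMSO; measured by: luciferase luminescence; control set: DMSO and 10 µM reference inhibitor; repeats: single test; reagent: PMA plus ionomycin mix as NF-kB-activating stimulus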
# 5HT1E antag = antagonists of human 5-HT1E serotonin receptor. CHO 5-HT1E Ga15 NFAT-bla reporter, FRET, antagonist. inhibition, % at 6 µM. 65,000 tested, 0.99% active. AID 571;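 active = inhibition above a set limit, the mean inhibition across every tested compound plus 3 SD, cut at about 29% in these data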;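 note: signal is the 460 over 535 nm emission ratio of beta-lactamase substrate; 0% = agonist plus DMSO wells and 100% = wells without agonist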
# S1P3 agonist = agonists of human S1P3 receptor; S1P3 NFAT-BLA reporter cells, agonism, FRET ratio; relative to 1 µM S1P, basal subtracted; activation, % at 4.5 µM; 60,000 tested, 0.1% active;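 active = activation above the screen-wide mean plus 3 SD, cut at about 4.5% in these data, passing the limit was not always enough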; note: some compounds called inactive have numbers as strong as hits
# Target sequence (Q99500 whole entry, looked up): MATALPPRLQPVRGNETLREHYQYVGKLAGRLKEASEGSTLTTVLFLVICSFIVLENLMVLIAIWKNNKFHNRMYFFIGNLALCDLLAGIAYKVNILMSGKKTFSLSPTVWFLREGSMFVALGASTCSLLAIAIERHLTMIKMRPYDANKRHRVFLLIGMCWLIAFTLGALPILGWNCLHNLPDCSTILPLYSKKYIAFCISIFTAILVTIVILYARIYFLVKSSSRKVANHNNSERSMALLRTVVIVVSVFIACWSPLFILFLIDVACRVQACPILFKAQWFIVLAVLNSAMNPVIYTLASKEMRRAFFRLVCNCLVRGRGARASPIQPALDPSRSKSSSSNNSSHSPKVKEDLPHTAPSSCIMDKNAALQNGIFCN
#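 Benchmarks: high control 1 µM S1P / System: stable CHO line with human S1P3, Gα16, NFAT-BLA reporter / Dosing: single compound concentration, 4.5 µM final / Timing: 4 h compound at 37 °C, 2 h substrate at RT / Measured by: FRET β-lactamase substrate fluorescence, excitation 405 nm, 460/535 nm emission ratio, background-subtracted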
# HTR1E agonist = agonists of human 5-HT1E serotonin receptor; 65,000 tested, 0.69% active; activation, % at 6 µM; P28566; CHO 5-HT1E Ga15 NFAT-bla reporter, FRET; 0% DMSO wells, 100% control agonist wells;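 active = activation above a set limit, the screen-wide mean activation plus 3 SD, cut at about 8.5% in these data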;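 note: 100% = positive control agonist at 1 µM giving full maximal response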
# S1P1 ag-PAM = S1P1 (human) agonism or agonism potentiation; P21453; 56,000 tested, 0.57% active; activation, % at 9.5 µM; AID 449; S1P1 CRE-bla cells, forskolin, beta-lactamase FRET, potentiator mode; S1P1 agonist co-added at EC20, 2 nM; 100% = saturating reference agonist, 0% = basal;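 active = activation above a cutoff set at the mean activation of all tested compounds plus 3 SD, cut at about 54% in these data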;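 note: forskolin at 4 µM as EC80 and the EC20 agonist is SEW2871; 100% = SEW2871 at its EC100 plus forskolin at EC80; some compounds past the cut are filed as inactive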
# Target sequence (P21453 whole entry, looked up): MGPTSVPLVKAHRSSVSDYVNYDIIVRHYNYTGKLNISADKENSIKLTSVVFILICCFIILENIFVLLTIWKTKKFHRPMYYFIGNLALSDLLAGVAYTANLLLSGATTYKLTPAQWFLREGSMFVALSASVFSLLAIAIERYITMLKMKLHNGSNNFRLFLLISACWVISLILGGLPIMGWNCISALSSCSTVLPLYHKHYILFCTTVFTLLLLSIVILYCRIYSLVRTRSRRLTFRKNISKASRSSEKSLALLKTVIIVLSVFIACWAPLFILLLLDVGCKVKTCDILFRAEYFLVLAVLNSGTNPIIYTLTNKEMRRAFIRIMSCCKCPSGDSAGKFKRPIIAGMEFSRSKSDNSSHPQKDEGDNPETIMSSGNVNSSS
# Starred values were filed as active, the others as inactive; . = not tested or not shown.
SMILES,M1 agonist,Her2 expr inh,M1 antag,Jurkat viability,HEK293 NFkB inh,5HT1E antag,S1P3 agonist,HTR1E agonist,S1P1 ag-PAM
CC1CCN(CC(=O)Nc2sc3c(c2C#N)CCC3)CC1,-0.34,143,-0.22,3,17,-5,0.0,-0.6,-20
CCCCn1cnc2cc(NCc3ccncc3)ccc21,0.47,112,-0.65,2,9,8,-0.7,-0.5,.
Cc1ccc(NCc2nnc(SCC(N)=O)n2CCc2ccccc2)cc1,.,90,.,-2,14,-2,-0.4,-0.2,-4
CCCc1nc(NC2CCCCC2)c(C#N)c2c1COC(C)(C)C2,0.11,97,0.58,.,.,-2,-3.0,-0.3,0
O=C(CSc1nc(C2CC2)nc2sc3c(c12)CCCC3)NCc1ccco1,-0.017,104,-0.51,-2,12,7,-0.7,-1.2,-4
CCOC(=O)N1CCC(N2C(=O)c3ccccc3C2Nc2ccccc2C)CC1 (centres undefined),0.78,68,0.4,-3,21,3,-0.4,0.2,-2
CN(CCCNC(=O)c1cn(C)c2ccc(S(=O)(=O)N(C)C)cc2c1=O)c1ccccc1,0.9,104,0.099,8,9,-26,-1.4,4.0,-20
COCC(C)n1c(C)cc(C(=O)COC(=O)c2c(C)nn(-c3ccccc3)c2C)c1C (centres undefined),-0.45,96,-0.85,-9,5,-1,-0.5,-0.3,-6
CC(C)(C)n1nnnc1C(c1ccncc1)N1CCN(C2CCCCC2)CC1 (centres undefined),-2.1,97,0.043,-3,10,1,-0.4,0.2,-3
Cc1onc(-c2ccccc2Cl)c1C(=O)NCCN1CCOCC1,0.0057,97,0.76,.,11,1,.,-0.4,.
O=C(Cc1c(O)c2ccccc2[nH]c1=O)NCc1ccc(F)cc1,0.04,186,0.22,5,15,-7,-1.0,0.4,-18
Cn1c(=O)[nH]c(=O)c2c1nc(N1CCCCCC1)n2CCSc1nc2ccccc2o1,0.04,82,-0.15,-4,10,-5,0.0,-1.4,-1
CCN1CCN(C(c2cc(OC)ccc2OC)c2nnnn2Cc2ccccc2)CC1 (centres undefined),0.11,129,0.35,-2,4,8,-0.4,-0.3,-18
CCOc1cc2[nH]c(=O)n(CCc3ccc(OC)c(OC)c3)c(=O)c2cc1OCC,-0.75,113,-0.013,-5,10,3,-0.6,-1.0,-5
COc1ccc(CCNC(=O)CCCCn2c(=O)[nH]c3ccccc3c2=O)cc1OC,1.1,122,-0.36,-6,13,-6,0.3,0.5,9
CCC1(C)Cc2c(C#N)c(N)n(N)c(=S)c2CO1 (centres undefined),-0.19,98,0.7,-14,9,-1,-0.9,-0.5,-24
CCCCC(CC)CNC(=O)CN(C)S(=O)(=O)c1cccc2nsnc12 (centres undefined),-0.89,74,-1.1,5,14,1,-0.2,0.3,18
CC(=O)c1ccc(N2CCN(C(=O)c3cc(-c4ccc5c(c4)OCO5)nc4ccccc34)CC2)cc1,-0.64,99,-0.59,2,18,-2,-0.9,1.9,14
CCOC(=O)C1CCCN(Cc2cc(Br)ccc2OC)C1 (centres undefined),.,114,.,2,6,-3,0.5,0.8,-3
COc1ccc(C(=O)NCCc2ccc(S(N)(=O)=O)cc2)cc1OC,-0.088,80,-0.22,-1,5,13,-1.4,-0.9,-9
CSc1nnc(-c2ccc(S(=O)(=O)N3CCCC3)cc2)n1C,0.32,90,0.22,7,9,0,-0.1,0.5,-7
O=C(CSc1nnc(CNC(=O)c2ccco2)o1)NC1CCCC1,-0.44,116,-1.5,.,-3,-1,.,0.2,.
Clc1ccc(-n2nnnc2SCc2c(-c3ccccc3)nc3sccn23)cc1,-0.81,97,0.1,0,25,1,-0.7,-0.4,25
Cc1ncc(CSc2nnnn2-c2ccccc2)c(N)n1,-0.99,118,0.79,4,18,2,-1.0,0.4,-4
COc1ccc(C2/C(=C(/O)c3ccc4c(c3)CC(C)O4)C(=O)C(=O)N2CCN2CCOCC2)cc1 (centres undefined),-0.35,219,0.54,-8,0,0,0.7,-0.1,2
O=C(Nc1cccnc1)c1ccc2snnc2c1,0.53,108,-0.22,4,-4,7,-0.6,-1.0,18
CCNc1nc(SC(C(C)=O)C(C)=O)nc(N(C)C)n1,-0.0042,101,0.44,-6,13,1,-0.2,0.2,.
COc1ccc(NC(=O)C(C)Oc2ccc(/C(C)=N\O)cc2)cc1 (centres undefined),1.1,84,-0.54,7,10,7,-1.2,0.2,3
O=C(Nc1ccc2c(c1)OCO2)C1CCCN1C(=O)OCc1ccccc1 (centres undefined),0.13,.,0.49,.,14,3,.,-0.8,.
Cc1nn(C(=O)CN2C(=O)c3ccccc3C2=O)c(C)c1Br,0.76,106,0.49,3,4,-9,-1.3,-1.0,-12
COc1ccc(C(=O)OCCNC(=O)c2c(Cl)nc3ccccn23)cc1,0.71,92,0.42,2,24,35*,0.2,0.7,-40
CCCCCCn1c(SCCC)nc2c1c(=O)[nH]c(=O)n2C,-0.69,85,-0.12,-3,6,9,0.3,0.4,9
CC(C)(C)NC(=O)C1CC(=O)OC12CCCCC2 (centres undefined),-0.12,79,0.31,-10,-1,3,0.1,1.0,-12
O=c1c2c3c(sc2n(CCN2CCCC2)c(=O)n1Cc1ccco1)CCCCC3,.,87,.,4,0,-5,-0.2,0.6,2
CCSc1nnc(NC(=O)c2c(-c3ccccc3Cl)noc2C)s1,-0.36,104,-0.64,3,11,-5,-0.3,-0.1,-1
Cc1onc(-c2ccccc2Cl)c1C(=O)Nc1cccc(-c2cn3cccnc3n2)c1,0.41,91,-1.2,.,3,5,.,-0.2,.
CC(C)Oc1c(Cl)cc(CNC(C)(C)CO)cc1Cl,0.031,95,-0.85,5,16,3,-1.8,-0.7,15
COc1ccc(S(=O)(=O)Cc2ccc(C(=O)N3CCc4ccccc4C3)o2)cc1,0.26,84,0.18,5,11,9,-1.1,-0.3,27
CCOC(=O)c1cnc2nc(COc3ccccc3)[nH]n2c1=O,0.28,56,0.027,-2,7,-5,-0.3,-0.3,.
CCOC(=O)N1CCC(N2C(=O)c3ccc(C(=O)NCc4ccc(F)cc4)cc3C2=O)CC1,1.3,83,-0.33,4,9,4,0.0,1.0,-5
O=C(COC(=O)c1cncc(Br)c1)NCC1CCCO1 (centres undefined),-1.7,94,0.96,0,12,-10,0.1,0.6,-2
COC(=O)c1sc2nc(N3CCCCC3)c3c(c2c1N)CC(C)(C)N(C)C3,1.2,82,-1.8,.,.,-6,-2.1,0.4,-10
COc1ccc(NS(=O)(=O)c2ccc(OCC(=O)N3CCCC3)cc2)cc1,1.1,92,0.48,8,14,-1,-1.4,-0.7,15
Cc1cc(C(=O)Nc2sc(C)c(C)c2C#N)c(C)o1,-2.4,72,0.94,-7,4,-2,0.2,2.9,-103
O=C(c1cccc(C(=O)N2CCN(c3ncccn3)CC2)c1)N1CCN(c2ncccn2)CC1,-0.42,81,0.02,-10,13,-4,0.2,-0.3,18
COc1cccc(C2C(C#N)=C(N)OC(C(C)(C)C)=C2C#N)c1 (centres undefined),0.33,92,0.021,-4,8,-3,-0.7,0.0,-11
CCc1ccc(N2CSC3=C(C#N)C(c4cccs4)CC(=O)N3C2)cc1 (centres undefined),-1,80,0.4,1,2,-8,-1.1,0.4,-17
CC(=O)c1cccc(NC(=O)c2ccc(NS(=O)(=O)c3c(C)noc3C)cc2)c1,0.22,69,0.89,-2,7,-10,0.0,-0.9,-8
CCCSc1nnc(Cn2c(=O)sc3ccccc32)n1C,-0.49,108,-0.1,2,8,-4,-1.1,0.6,0
COC(=O)c1cc(NC(=O)c2c(Cl)nc3sccn23)cc(C(=O)OC)c1,0.8,20,-0.94,-2,20,0,-1.3,-0.3,15

# (list continues)
SMILES,M1 agonist,Her2 expr inh,M1 antag,Jurkat viability,HEK293 NFkB inh,5HT1E antag,S1P3 agonist,HTR1E agonist,S1P1 ag-PAM
CCC(C)NC(=O)c1c(C)cc(=O)oc1C (centres undefined),0.42,93,1.4,.,17,17,.,-1.2,.
O=C(O)c1c2c(nc3ccc(S(=O)(=O)N4CCC(C(=O)NC5CCCC5)CC4)cc13)CCCCC2,-2.3*,99,0.033,-6,6,2,-0.2,0.5,-18
Cc1nnc(NC(=O)NCN2C(=O)C3C4C=CC(C4)C3C2=O)s1 (centres undefined),-0.0029,92,0.15,-8,6,-10,-0.9,0.0,-43
c1ccc(Cn2nnc3c(NCc4ccc5c(c4)OCO5)nc(C4CC4)nc32)cc1,.,95,.,-1,26,1,-0.3,0.1,12

# Gathered by group: the entries above with a halogen (12)
SMILES,M1 agonist,Her2 expr inh,M1 antag,Jurkat viability,HEK293 NFkB inh,5HT1E antag,S1P3 agonist,HTR1E agonist,S1P1 ag-PAM
Cc1onc(-c2ccccc2Cl)c1C(=O)NCCN1CCOCC1,0.0057,97,0.76,.,11,1,.,-0.4,.
O=C(Cc1c(O)c2ccccc2[nH]c1=O)NCc1ccc(F)cc1,0.04,186,0.22,5,15,-7,-1.0,0.4,-18
CCOC(=O)C1CCCN(Cc2cc(Br)ccc2OC)C1 (centres undefined),.,114,.,2,6,-3,0.5,0.8,-3
Clc1ccc(-n2nnnc2SCc2c(-c3ccccc3)nc3sccn23)cc1,-0.81,97,0.1,0,25,1,-0.7,-0.4,25
Cc1nn(C(=O)CN2C(=O)c3ccccc3C2=O)c(C)c1Br,0.76,106,0.49,3,4,-9,-1.3,-1.0,-12
COc1ccc(C(=O)OCCNC(=O)c2c(Cl)nc3ccccn23)cc1,0.71,92,0.42,2,24,35*,0.2,0.7,-40
CCSc1nnc(NC(=O)c2c(-c3ccccc3Cl)noc2C)s1,-0.36,104,-0.64,3,11,-5,-0.3,-0.1,-1
Cc1onc(-c2ccccc2Cl)c1C(=O)Nc1cccc(-c2cn3cccnc3n2)c1,0.41,91,-1.2,.,3,5,.,-0.2,.
CC(C)Oc1c(Cl)cc(CNC(C)(C)CO)cc1Cl,0.031,95,-0.85,5,16,3,-1.8,-0.7,15
CCOC(=O)N1CCC(N2C(=O)c3ccc(C(=O)NCc4ccc(F)cc4)cc3C2=O)CC1,1.3,83,-0.33,4,9,4,0.0,1.0,-5
O=C(COC(=O)c1cncc(Br)c1)NCC1CCCO1 (centres undefined),-1.7,94,0.96,0,12,-10,0.1,0.6,-2
COC(=O)c1cc(NC(=O)c2c(Cl)nc3sccn23)cc(C(=O)OC)c1,0.8,20,-0.94,-2,20,0,-1.3,-0.3,15

# Screening data as filed in PubChem.
